Assay outcomes as filed in PubChem BioAssay.
Giardia killer: Small Molecules that selectively kill Giardia lamblia: qHTS. Giardia lamblia trophozoite viability. activity change, % at 7.66 µM, hits read low. 340,000 compounds, 0.15% hits. AID 540267, 2011; in the data active means activity change below about -80%; inconclusive means between about -30% and that limit;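 further: parasites exposed to compound for two days anaerobically before the ATP read; on the % scale 0 is the no-effect control and ±100 the full control effect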
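Media and compound were dispensed first, then trophozoites at 100 cells/well; plates sat 48 hrs at 37 deg C without oxygen before ATP luminescence reagent was added and read after 15-30 min at room temperature.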
ELG1 genotoxic: qHTS screen for small molecules that induce genotoxicity in human embryonic kidney (HEK293T) cells expressing luciferase-tagged ELG1; HEK293T ELG1-luciferase reporter, luminescence, 16 h; Potency, µM (doses to about 46 µM), without a hit: at the top dose activity change, positive = activation, usual class: activators; 330,000 compounds, 1.3% hits; AID 504466, 2011; further: potency means the concentration at half of the fitted maximal effect; % of control where 0% means no effect; nearly all actives have a fitted effect of over 60% in size
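HEK293T cells expressing luciferase-tagged ELG1 were treated with compound or DMSO for 16 hr at 37°C. Luciferase activity was then read after 30 min with ONE-Glo at room temperature; rising signal flags genetic stress.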
RORg inh: qHTS for inhibitors of ROR gamma transcriptional activity; 310,000 compounds, 5.4% hits; Potency, µM (highest dose often 53.6 µM), without a hit: at the top dose activity change, negative = inhibition, most hits filed as inhibitors; Drosophila S2 Gal4-RORgamma UAS-luciferase reporter, 20 h; further: potency means the concentration at half of the fitted maximal effect; on the % scale 0 is the no-effect control and ±100 the full control effect; nearly all actives have a fitted effect of over 60% in size
Target sequence (P51450 whole entry, looked up, the tested form may be a part): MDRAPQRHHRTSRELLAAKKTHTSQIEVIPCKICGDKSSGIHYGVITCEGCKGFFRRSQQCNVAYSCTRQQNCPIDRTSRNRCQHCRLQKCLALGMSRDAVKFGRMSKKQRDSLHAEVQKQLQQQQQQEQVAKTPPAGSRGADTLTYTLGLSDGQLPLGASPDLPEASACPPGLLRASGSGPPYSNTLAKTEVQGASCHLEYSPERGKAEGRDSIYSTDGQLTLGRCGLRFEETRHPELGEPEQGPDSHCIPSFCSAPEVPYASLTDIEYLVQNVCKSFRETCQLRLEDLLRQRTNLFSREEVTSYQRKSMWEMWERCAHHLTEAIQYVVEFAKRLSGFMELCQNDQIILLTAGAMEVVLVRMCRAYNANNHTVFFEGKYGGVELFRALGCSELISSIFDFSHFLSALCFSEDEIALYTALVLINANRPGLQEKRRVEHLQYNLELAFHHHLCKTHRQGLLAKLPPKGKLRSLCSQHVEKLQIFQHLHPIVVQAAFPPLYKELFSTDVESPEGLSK
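Schneider cells (Drosophila), stable Gal4 DBD–ROR gamma + UAS-luc; 1 hr cmpd preincubation; Cu2+ induction 700 uM final; 20 hr ambient; luminescence.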
PKM2 act: qHTS Assay for Activators of Human Muscle isoform 2 Pyruvate Kinase | Potency, µM (highest dose often 57.5 µM), for inactives: at the top dose activation, hits mostly activators | purified PKM2, Kinase-Glo ATP luminescence, activation; response scale: 0% is enzyme alone, no compound | 260,000 compounds, 0.34% hits; further: potency means the concentration at half of the fitted maximal effect; on the % scale 0 is the no-effect control and ±100 the full control effect; nearly all actives have a fitted effect of over 55% in size
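ATP formation by purified human PK-M2, quantified via coupled luciferase luminescence after 1 h at room temperature with 0.1 mM ADP and 0.5 mM PEP final.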
Menin-MLL TR inh: qHTS Assay for Inhibitors Targeting the Menin-MLL Interaction in MLL Related Leukemias: Competition With Texas Red Labeled MLL-derived Mutant Peptide | 270,000 compounds, 0.23% hits | Menin + Texas Red MLL mutant peptide, fluorescence polarization | O00255 | Potency, µM (titrated, usually from 61.6 µM), inactives show at the highest dose FP activity change, negative = inhibition, usual class: inhibitors; active means well fitted inhibition curve with a large enough effect in the polarisation, with a control signal flat, not every such curve was filed as active; inconclusive means small, poorly fitted or top-dose-only effect, or effect the other way, or a change in a side signal; inactive means no such curve, though single readings can be large or run the other way; the % refers to the polarisation; further: potency means the concentration at half of the fitted maximal effect; % of control where 0% means no effect; many of its hits are not listed in these tables
NPC1 prom act: qHTS Assay for NPC1 Promoter Activators | 320,000 compounds, 2.4% hits | Potency, µM (doses to about 9.22 µM), without a hit: at the highest dose activation, usual class: activators | Huh7 NPC1 promoter luciferase reporter, 24 h;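 further: potency means the concentration at half of the fitted maximal effect; % of control where 0% means no effect; nearly all actives have a fitted effect of over 60% in size; reporter is driven by a mutant NPC1 promoter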
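Huh7 cells stably carrying NPC1 promoter–luciferase, plated in Opti-MEM with 10% FBS for 2 h, were exposed to compound in DMSO for 24 h at 37 °C; luciferase reagent was added for 10 min and luminescence read.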
p53 reactivator: qHTS assay for re-activators of p53 using a Luc reporter; H1299 p53-A138V BP100-luciferase reporter, luminescence, 24 h; Potency, µM (titrated, usually from 92.2 µM), without a hit: top-dose activity change, positive = activation, actives largely listed as activators; 320,000 compounds, 0.063% hits; AID 504706, 2011; further: potency means the concentration at half of the fitted maximal effect; % of control where 0% means no effect; nearly all actives have a fitted effect of over 45% in size
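H1299 (p53-null), stable ts p53-A138V + BP100-Luc; 1000 cells/well, Opti-MEM/10% FBS; cpd 4 pt, 1:5; 24 h, 37 deg C, 5% CO2; detection reagent 10 min RT; luminescence.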
Rab9 promoter act: qHTS Assay for Rab9 Promoter Activators | Potency, µM (series often up to 9.22 µM), without a hit: at the highest dose activation, negative = inhibition, most hits filed as activators | 320,000 compounds, 2.8% hits | Huh7 Rab9 promoter-luciferase reporter, luminescence, 24 h; further: potency means the concentration at half of the fitted maximal effect; % of control where 0% means no effect; nearly all actives have a fitted effect of over 60% in size
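Using Huh7 cells stably transfected with Rab9 promoter–luciferase, compounds were incubated 24 h at 37 °C, 5% CO2; luciferase luminescence was read 10 min after reagent addition.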
FLuc counter: qHTS profiling assay for firefly luciferase inhibitor/activator using purifed enzyme and Km concentrations of substrates (counterscreen for miR-21 project) | Potency, µM (titrated, usually from 57.5 µM), for inactives: at the top dose activity change, negative = inhibition, hits mostly inhibitors | purified FLuc, Km substrates, luminescence inhibition | Luciferin 4-monooxygenase (Photinus pyralis), P08659 | 360,000 compounds, 6.9% hits;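 further: potency means the concentration at half of the fitted maximal effect; plate controls were vehicle for no effect and reference inhibitor for full effect; nearly all actives have a fitted effect of over 55% in size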
Target sequence (P08659 whole entry, looked up): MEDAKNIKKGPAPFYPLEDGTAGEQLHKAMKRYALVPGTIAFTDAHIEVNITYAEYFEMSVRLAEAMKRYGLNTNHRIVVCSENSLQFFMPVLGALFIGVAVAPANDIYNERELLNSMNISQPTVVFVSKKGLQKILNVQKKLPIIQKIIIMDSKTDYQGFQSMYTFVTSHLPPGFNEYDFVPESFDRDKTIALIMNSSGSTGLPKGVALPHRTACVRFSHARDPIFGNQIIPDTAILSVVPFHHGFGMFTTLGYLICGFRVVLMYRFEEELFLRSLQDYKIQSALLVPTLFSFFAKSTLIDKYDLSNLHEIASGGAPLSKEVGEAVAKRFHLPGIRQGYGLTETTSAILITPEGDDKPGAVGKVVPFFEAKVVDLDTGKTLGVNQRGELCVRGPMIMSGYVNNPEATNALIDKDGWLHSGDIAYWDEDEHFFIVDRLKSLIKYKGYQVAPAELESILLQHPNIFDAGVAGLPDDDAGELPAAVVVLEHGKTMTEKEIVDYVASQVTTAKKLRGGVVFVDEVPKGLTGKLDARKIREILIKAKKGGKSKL
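Purified P. pyralis luciferase, 10 nM final, with Km-level 10 uM D-luciferin and 10 uM ATP in 50 mM Tris acetate pH 7.5, 10 mM Mg acetate, 0.01% Tween-20, 0.05% BSA; 6-point qHTS titration about 60 µM downward; luminescence read.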
Gal4-VP16 FLuc: VP16 counterscreen qHTS for inhibitors of ROR gamma transcriptional activity | Potency, µM (series often up to 53.6 µM), for the others: at the highest dose activity, negative = inhibition, hits mostly inhibitors | 310,000 compounds, 3.5% hits | AID 2546, 2010 | Drosophila S2 Gal4-VP16 UAS-luciferase, luminescence, 20 h;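 further: Gal4-VP16 expression switched on by copper sulfate through the metallothionein promoter; potency means the concentration at half of the fitted maximal effect; on the % scale 0 is the no-effect control and ±100 the full control effect; nearly all actives have a fitted effect of over 50% in size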
BRCA1 expr act: qHTS Assay to Identify Small Molecule Activators of BRCA1 Expression; MCF7-BRCA1-FFLuc reporter, luminescence, 48 h; response scale: scaled: vehicle 0%, 10 µM genistein 100%; AID 624202, 2012; 380,000 compounds, 1.1% hits; Potency, µM (top dose mostly 46.1 µM), inactives show at the top dose activation, actives largely listed as activators; further: potency means the concentration at half of the fitted maximal effect; nearly all actives have a fitted effect of over 80% in size; some results filed as inactive show a strong effect at the top dose
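Compounds are tested at multiple concentrations on MCF7 BRCA1-luciferase reporter cells seeded at 2000 per well; after 48 h, a single luminescence end-point is taken and curves fitted to the normalized data.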
* = called active by the depositor; ? = inconclusive; / = no result given; [ ] = another dose, or the depositor's remark. Unless noted, the call rests on the fitted dose curve; in most records, active means well fitted curve in the direction sought with a large enough effect; inconclusive means small, poorly fitted or top-dose-only effect, or another doubt; inactive means no such curve, though single readings can be large; an effect the other way counts as inactive or inconclusive. Some of the compounds tested; the hit share may differ from the screen's.

item | molecule | Giardia killer | ELG1 genotoxic | RORg inh | PKM2 act | Menin-MLL TR inh | NPC1 prom act
1 | Cc1ccc(C(=O)N2CCc3ccccc32)cc1[N+](=O)[O-] | -1 | 3% | 39% | 1% | 20% | 4%
2 | COc1cc(C(=O)OC(C)C(=O)N2CCc3ccccc3C2)ccc1OCC(=O)N1CCOCC1 (configuration not stated) | -25 | 3% | 6% | 2% | 5% | 0%
3 | COc1ccc(/C(C)=N/NC(=O)CNC(=O)c2ccncc2)c(OC)c1 | 0 | 5% | -15% | 3%[0.46 µM] | 3% | -2%
4 | CSC(=Nc1ccccc1)C(C#N)c1nc2ccccc2[nH]1 (configuration not stated) | 8 | 3% | 5.6µM* | 0% | / | 0%
5 | NC(=O)C1CCCN(S(=O)(=O)c2ccc(Br)cc2)C1 (configuration not stated) | -6 | / | -13% | -9% | 8% | /
6 | CC(=O)Nc1cccc(C(=O)Nc2ccccc2C(=O)O)c1 | -4 | -1% | -8% | -15% | -14% | -1%
7 | Cc1ccc(NC(=O)Cc2nnc(SCC(=O)NC3CCCC3)n2C)c(C)c1 | -16 | 1% | 3% | / | 4% | 1%
8 | CCOC(=O)C1CCN(S(=O)(=O)c2ccc(OC)c(Cl)c2)CC1 | -2 | -4% | -18% | 18% | 14% | -12%
9 | Cc1ccc(S(=O)(=O)Oc2ccccc2/C=N/NC(=O)c2c(Cl)cnn2C)cc1 | -9 | -9% | 3.2µM* | 11% | -28% | 1%
10 | O=C(CN1C(=O)C2CC=CCC2C1=O)Nc1nccs1 (configuration not stated) | -4 | 0% | 9% | -1% | 3% | 0%
11 | COc1ccc(CNC(=O)COc2cc(O)c3c(c2)OC(C)(C)CC3=O)cc1 | -14 | 0% | 18% | 4% | -9% | 6%
12 | Cc1cc2c(cc1C)CSC(c1ccc3ccccc3c1O)SC2 | 4 | -6% | -4% | -11% | / | 6%

item | p53 reactivator | Rab9 promoter act | FLuc counter | Gal4-VP16 FLuc | BRCA1 expr act
1 | / | 18% | -11% | 21% | 48%
2 | 1% | -1% | -1% | 6% | -18%
3 | -6% | 0% | 1% | -7% | 25%
4 | 8% | 2% | -3% | -14% | -28%
5 | / | / | -2% | ? | -5%
6 | 22% | 8% | 24µM* | -15% | -5%
7 | 1% | 6% | 0% | 0% | -11%
8 | -4% | -6% | -1% | 1%[10 µM] | 0%
9 | 6% | 0% | ? | ? | 9%
10 | -3% | 7% | 1% | -5% | -7%
11 | / | -2% | ? | -5% | 20%
12 | -1% | -7% | -11% | -11% | -34%

Following part:
item | molecule | Giardia killer | ELG1 genotoxic | RORg inh | PKM2 act | Menin-MLL TR inh | NPC1 prom act
13 | CN1C(=O)C(C)(C)c2cc(S(=O)(=O)N3CCC(C(=O)NCc4ccc(F)cc4)CC3)ccc21 | 3 | 3% | 3% | 0% | 9% | -2%
14 | O=C(NC12CC3CC(CC(C3)C1)C2)N(Cc1ccccc1)Cc1ccncc1 | -14 | -8% | -2% | 4% | ? | 5%
15 | CCOC(=O)/C(C#N)=C/c1cn(CCC(=O)O)nc1-c1ccc(Cl)cc1 | 4 | 0% | -21% | 5% | 0% | -1%
16 | O=C(NCCc1ccc(F)cc1)Nc1ccc2c(c1)OCO2 | -21 | 14% | 10% | -2% | 6% | ?
17 | Cc1ccc(NC(=O)CN(C)S(=O)(=O)c2ccc(Cl)s2)c(O)c1 | -15 | 10% | / | / | / | ?
18 | O=C(C1CCC(CNc2c(N3CCCCC3)c(=O)c2=O)CC1)N1CCc2ccccc2C1 (configuration not stated) | 2 | -2% | 15% | -13% | 1% | -1%
19 | CN(c1ccccc1)S(=O)(=O)c1ccc(C(=O)NNC(=O)c2ccccc2F)cc1 | -6 | 2% | / | / | / | -2%
20 | CS(=O)(=O)N(CC(=O)NCCSc1ccccc1)c1ccc2c(c1)OCO2 | 1 | 1% | 13% | 14% | -1% | -2%
21 | Cc1cc(=O)[nH]c(N2CCOCC2)n1 | 18 | 1% | 3% | -1% | -20% | -6%
22 | O=C(CSc1ccc(Br)cc1)N1CCOCC1 | 1 | 12% | 6% | / | ? | 5%
23 | COc1ccc(N2CCN(C(=S)Nc3ccccc3OC)CC2)cc1 | -3 | 1% | ? | 1% | -1% | -1%
24 | COC(=O)Nc1c(C)nn(Cc2ccccc2C)c1C | 19 | -2% | 15% | -3% | 11% | -1%

item | p53 reactivator | Rab9 promoter act | FLuc counter | Gal4-VP16 FLuc | BRCA1 expr act
13 | / | -5% | 0% | 1% | 0%
14 | 7% | -5% | -1% | 4% | -6%
15 | -13% | -3% | 5% | 0% | 3%
16 | 2% | 2.8µM* | ? | -4% | 13µM*
17 | ? | 22% | ? | / | ?
18 | -15% | -12% | 2% | -3% | 0%
19 | -3% | -3% | 2% | / | 5%
20 | -6% | 0% | -2% | 3% | -4%
21 | -2% | -4% | -13% | -2% | -9%
22 | 8% | 10% | ? | -19% | 54%
23 | / | -2% | -2% | 4% | 13%
24 | -2% | -10% | -2% | 1% | 4%

Part of the list above, reduced to Rab9 promoter act, p53 reactivator and FLuc counter:
nr | canonical_smiles | Rab9 promoter act | p53 reactivator | FLuc counter
17 | Cc1ccc(NC(=O)CN(C)S(=O)(=O)c2ccc(Cl)s2)c(O)c1 | 22% | ? | ?
18 | O=C(C1CCC(CNc2c(N3CCCCC3)c(=O)c2=O)CC1)N1CCc2ccccc2C1 (configuration not stated) | -12% | -15% | 2%

Continued:
item | molecule | Giardia killer | ELG1 genotoxic | RORg inh | PKM2 act | Menin-MLL TR inh | NPC1 prom act
25 | C#CCOCCOCCOCCNc1nc(N2CCN(C(=O)Cn3cc(CCCN=C(N)N)nn3)CC2)nc(N2CCN(C(=O)[C@H]([C@@H](C)O)n3cc(CCCCN)nn3)CC2)n1 | 4 | -2% | / | / | / | -1%
26 | COc1c(C)cc(C(=O)C2CCCN(C(=O)c3cc(C)on3)C2)cc1C (configuration not stated) | 4 | -4% | 9% | / | -1% | -7%
27 | COC(=O)c1ccc(N2C(=O)CC(NCc3ccccc3)C2=O)cc1 (configuration not stated) | 3 | 0% | 8% | 1% | -16% | -3%
28 | COC(=O)c1c(SCC(=O)Nc2ccc(C)cc2)nc(=O)[nH]c1C | -12 | 4% | -3% | -3% | -3% | -2%
29 | O=C(COC(=O)c1nc(-c2ccccc2)n(-c2cccc(C(F)(F)F)c2)n1)NCc1cccs1 | 7 | 3% | -12% | -6% | -14% | 0%
30 | Cc1cc(=O)n2nc(N3CCCC3C(=O)NCc3ccccn3)sc2n1 (configuration not stated) | -17 | 0% | -13% | 0% | 1% | 3%
31 | O=C(Nc1ccc(N2CCOCC2)cc1)c1cc2ccccc2o1 | -23 | ? | 29% | -9% | ? | 3.5µM*
32 | O=C(O)c1ccc(NC(=O)c2ccccc2NC(=O)c2cccc(Br)c2)cc1 | 8 | 5% | 16%[1.91 µM] | 1% | 35%[activator] | -2%
33 | CC1CCN(C(C(=O)O)c2ccccc2)CC1 (configuration not stated) | 13 | 2% | 9% | -2% | -1% | 1%
34 | COc1ccc(N2CCN(C(=O)c3ccc4c(c3)[nH]c(=S)n3c5ccccc5nc43)CC2)cc1 | / | -15% | -26% | -16% | ? | 0%
35 | CC(=O)c1ccc(OCc2cc(C(=O)N3CCC[C@H]3CO)no2)cc1 | -10 | 3% | -3% | / | / | -5%
36 | CC(=O)Nc1ccc(NC(=O)CSc2nnc(-c3cc4ccccc4o3)n2C)cc1 | -15 | 2% | -1% | / | / | 14%

item | p53 reactivator | Rab9 promoter act | FLuc counter | Gal4-VP16 FLuc | BRCA1 expr act
25 | 1% | 9% | 3% | / | 2%
26 | 1% | 3% | -1% | -1% | -26%
27 | -2% | 6% | -3% | 7% | 2%
28 | -3% | -8% | -10% | -2% | -1%
29 | -7% | 1% | -2% | -4% | 1%
30 | 1% | -8% | -2% | -11% | 0%
31 | ? | 1.8µM* | 5.4µM* | ? | ?
32 | / | -2% | 11µM* | 8% | -4%
33 | 2% | -6% | 5% | -15% | -4%
34 | -1% | 12% | ? | 1% | /
35 | 6% | 10% | -3% | 0% | 31%
36 | 7% | 17% | -1% | -4% | -20%
